Wee1 stabilizer – blocks degradation of human Wee1 kinase. HeLa Luc-Wee1K328M stability, luciferase luminescence; 100% = proteasome inhibitor MG132 effect. hit rate 1.2% among 220,000. reporter increase, % at 5 µM;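 active = activation above the mean of all tested compounds plus 3 SD, set per screening run, cut at about 8.8% in these data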;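 also: cells exposed to compound for 20 h before luminescence read; 0% = DMSO alone and 100% = MG132 at 30 µM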
14-3-3 Bad PPI – disrupts binding of bovine 14-3-3 zeta to phospho-Bad peptide. P63103. TR-FRET 14-3-3zeta/Dy647-pBad peptide displacement, 1 h. inhibition, % at 21.7 µM. hit rate 0.71% among 220,000. AID 781;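 active = inhibition above about 70%, limit read from the data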;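 also: 0% = full 14-3-3 plus peptide FRET controls and 100% = background without 14-3-3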
Target sequence (P63103 whole entry, looked up): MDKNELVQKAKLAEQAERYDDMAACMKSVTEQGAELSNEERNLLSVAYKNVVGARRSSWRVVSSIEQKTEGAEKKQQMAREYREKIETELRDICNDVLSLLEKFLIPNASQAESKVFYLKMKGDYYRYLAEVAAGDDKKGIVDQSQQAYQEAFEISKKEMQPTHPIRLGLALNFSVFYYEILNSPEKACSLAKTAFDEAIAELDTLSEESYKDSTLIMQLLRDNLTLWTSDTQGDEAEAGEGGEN
Hck Nef HTS – human Hck-Nef kinase inhibition; P08631; Recombinant Hck-YEEI plus Nef, Z-Lyte FRET kinase assay; inhibition, % at 20 µM; hit rate 0.68% among 220,000; AID 463187;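 active = Hck-Nef kinase inhibition above about 50%, limit read from the data; inactive = inhibition below that limit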;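 also: 0% = DMSO with Hck plus Nef and 100% = Hck alone without Nef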
FXIa inh – blocks human coagulation factor XIa protease activity | purified FXIa, Boc-Glu-Ala-Arg-AMC fluorogenic substrate | inhibition, % at 5 µM | hit rate 0.14% among 220,000 | AID 798;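 active = inhibition of at least 40%; inactive = inhibition below 40%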;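 also: fluorescence of freed AMC excited at 355 nm; 0% = enzyme without compound and 100% = no enzyme blank; many of its hits are not listed in these tables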
KLK5 inh – blocks human kallikrein 5 protease activity; recombinant hK5, fluorogenic AMC substrate cleavage; inhibition, % at 5 µM; Q9Y337; hit rate 0.59% among 210,000;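 active = inhibition of 40% or more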;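 also: 0% = enzyme controls without compound and 100% = no-enzyme blanks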
Runt-SMMHC FRET – blocks binding of human RUNX1 Runt domain to CBFb-SMMHC; Cerulean-Runt/Venus-CBFb-SMMHC FRET ratio 530/480, 1 h; hit rate 0.74% among 220,000; inhibition, % at 20 µM; Q01196+Q13951;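 active = mean inhibition across duplicate retests at 20 µM reaching about 50%, limit read from the data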;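 also: 0% = DMSO wells and 100% = wells with excess untagged CBFb-SMMHC; inhibitors lower the FRET ratio by blocking Runt binding to CBFb-SMMHC; some results filed as inactive read as strong as hits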
FXIIa inh – factor XIIa (human) inhibition. P00748. purified FXIIa, Boc-QGR-AMC fluorogenic substrate, 2 h. inhibition, % at 5 µM. hit rate 0.3% among 220,000; in the data active = inhibition above about 40%;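 also: 0% = enzyme with no compound and 100% = blank without enzyme; many of its hits are not listed in these tables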
Target sequence (P00748 20-372 limits assumed): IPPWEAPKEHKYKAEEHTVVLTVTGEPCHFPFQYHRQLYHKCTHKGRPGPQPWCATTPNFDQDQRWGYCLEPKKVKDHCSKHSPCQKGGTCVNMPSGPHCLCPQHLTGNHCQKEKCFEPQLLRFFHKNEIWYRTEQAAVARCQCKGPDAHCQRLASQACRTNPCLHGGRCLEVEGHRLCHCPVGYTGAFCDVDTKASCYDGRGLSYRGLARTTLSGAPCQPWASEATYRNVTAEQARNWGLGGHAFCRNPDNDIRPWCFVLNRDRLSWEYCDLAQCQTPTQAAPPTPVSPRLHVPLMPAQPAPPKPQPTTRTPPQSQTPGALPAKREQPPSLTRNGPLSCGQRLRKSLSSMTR
Target sequence (P00748 373-615 limits assumed): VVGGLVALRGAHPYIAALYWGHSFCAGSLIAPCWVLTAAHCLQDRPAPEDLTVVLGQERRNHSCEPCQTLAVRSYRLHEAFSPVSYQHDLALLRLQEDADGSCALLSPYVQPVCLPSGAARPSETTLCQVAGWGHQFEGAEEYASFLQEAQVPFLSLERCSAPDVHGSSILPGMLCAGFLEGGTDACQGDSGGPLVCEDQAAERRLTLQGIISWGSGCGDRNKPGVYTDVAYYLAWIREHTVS
Runt-CBFb FRET – Runt domain-CBFb interaction inhibition. inhibition, % at 20 µM. Q01196+Q13951. Cerulean-Runt/Venus-CBFb FRET ratio 530/480, 1 h. hit rate 0.46% among 220,000;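 active = inhibition over about 50% at 20 µM in the single-dose screen, limit read from the data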;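 also: 0% = DMSO wells and 100% = excess unlabeled CBFb competitor control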
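System: Cerulean-labeled Runt domain protein | Quantity: 100 nM of each labeled protein | Schedule: 1 h compound exposure, room temperature | Detection: Fluorescence energy transfer, 422 nm excitation, 530/480 nm emission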
thrombin 1536 – thrombin (human) inhibition; alpha-thrombin, Boc-VPR-AMC fluorogenic substrate cleavage; inhibition, % at 5 µM; hit rate 0.26% among 220,000; AID 1046;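 active = inhibition at or above 40%; inactive = inhibition below 40%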;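 also: 0% = enzyme with no compound and 100% = wells without enzyme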
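Material: human alpha-thrombin enzyme / Medium: pH 7.5 Tris (50 mM) with NaCl 150 mM, Tween 20 0.05% / Compound: single-point dosing at 5 µM, 0.2% DMSO / Incubation: enzyme reaction carried out at room temperature / Detection: AMC fluorescence, 355/460 nm / Read-out basis: percent inhibition scaled between no-compound controls and no-enzyme blanks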
* = called active by the depositor; / = not tested or not shown; [ ] = dose if it differs, or a comment.

SMILES	Wee1 stabilizer	14-3-3 Bad PPI	Hck Nef HTS	FXIa inh	KLK5 inh	Runt-SMMHC FRET	FXIIa inh	Runt-CBFb FRET	thrombin 1536
COc1ccc(NC(=O)C2CCN(S(=O)(=O)c3cccnc3)CC2)cc1Cl	0	-2[fluorescence artefact?]	-5	3	-7	4	13	-2	5
COc1ccc(O[C@H]2C=C[C@@H](c3ccccc3)O[C@@H]2CO/N=C(\C)CCC(=O)OC[C@H]2O[C@H](c3ccccc3)C=C[C@@H]2Oc2ccc(OC)cc2)cc1	-3	-5	-2	23	-7	-4	32	1	2
COc1coc(C(O)C[N+](=O)[O-])cc1=O (stereo not given)	1	-3[fluorescence artefact?]	4	12	-19	10	10	6	-4
CCCN(CC1CC1)c1nc(N)c(C#N)c(CC#N)c1C#N	0	4[fluorescence artefact?]	8	4	-10	-5	21	-1	-1
O=C(Nc1nc2ccccc2s1)C1CC(=O)N(c2ccccc2)C1 (stereo not given)	0	12	-1	8	-4	-4	13	0	-1
COc1ccc(OC)c(C(C(=O)NCc2ccco2)N(C(=O)Cn2nnc3ccccc32)C(C)C)c1 (stereo not given)	-2	20[fluorescence artefact?]	2	-10	-20	4	-9	0	-4
S=C(NCCN1CCOCC1)Nc1ccccc1Cl	6	-2	2	9	0	-8	4	-2	-3
C(=N\n1cnnc1)/c1cccs1	-4	4	-17	8	-11	-6	12	0	-5
Cn1cccc1CC(=O)N/N=C/C=C/c1ccccc1	-4	-6	8	7	-3	0	7	0	-3
Nc1nnc(CCCCCc2nnc(N)s2)s1	-3	-1	-10	-2	3	0	5	2	-5
Clc1ccccc1-c1nc2nc3ccccc3nc2n1-c1ccc2c(c1)OCO2	-2	-3[fluorescence artefact?]	-1	-3	-1	-1	9	-1	2
COc1ccc2[nH]c(=O)c(CNc3cccc(C)c3)cc2c1	-3	3	-9	2	7	-27	15	-3	6
O=C(Nc1cccc(NC(=O)C2CC3CCCC(C2)C3=O)n1)C1CC2CCCC(C1)C2=O (stereo not given)	-2	-6	4	6	-5	-5	20	-1	4
COc1cccc(NC(=O)Cc2cccs2)c1	-3	-7[fluorescence artefact?]	1	-2	-13	0	-1	-3	-5
CSCCC(C(=O)O)N1C(=O)c2ccc(C(=O)O)cc2C1=O (stereo not given)	1	-3	7	-1	6	1	12	-1	0
COc1ccc(C2(C)NC(=O)N(Cc3cc(Cl)cc4c3OCOC4)C2=O)cc1OC (stereo not given)	-1	-4[fluorescence artefact?]	6	-17	-5	-6	1	-1	-6
COc1cc(NC(=O)C/C(C)=N/NC(=O)Cc2ccccc2)c(OC)cc1Cl	3	13[fluorescence artefact?]	-1	-7	-5	1	3	-1	-1
CCCCCN1C=CC=C/C1=C\C=C(C#N)C#N	-1	1	-7	6	-7	-42	6	-14	-3
COC(=O)C1=COC(C)C2CN3CCc4c([nH]c5ccccc45)C3CC12 (stereo not given)	-1	-2[fluorescence artefact?]	3	-21	-13	46	-1	11	-5
CCCCC(=O)N(Cc1ccc(-c2ccccc2-c2nn[nH]n2)cc1)[C@H](C(=O)O)C(C)C	0	15	/	/	/	0	/	2	/
Cc1ccc(S(=O)(=O)N2CCOCC2)cc1NC(=O)COC(=O)CNC(=O)c1ccc(Oc2ccccc2)cc1	1	-15	3	3	-18	1	10	-13	-4
c1ccc(CSCc2cn3ccccc3n2)cc1	1	-1	14	1	-2	2	6	-1	/
O=S(=O)(Nc1ccc(C(F)(F)F)cn1)c1ccccc1	-1	2	-7	3	7	-3	2	1	-4
CCn1c(SCC(=O)N2CCc3ccccc32)nnc1-c1ccncc1	1	17[fluorescence artefact?]	0	1	-12	6	13	-18	2
Cc1cc(Oc2ccc(=O)n(C)n2)nc(Oc2ccc(=O)n(C)n2)n1	-3	0	-2	-4	1	-1	9	-2	-2
O=C(Cn1cc(/C=N/NC(=O)c2cccc3ccccc23)c2ccccc21)Nc1ccc(F)cc1	-3	4	11	2	1	-9	7	0	0
COc1cccc(CC2(CO)CCN(Cc3ccc(NC(C)=O)cc3)CC2)c1	22*	-7	27	-4	3	0	10	0	-5
CC(C)c1nnc(SCC(=O)N2CCc3ccccc32)n1C	-2	1	4	6	-11	-1	13	0	-4
Cc1ccccc1OCCC(=O)Nc1c(C)n(C)n(-c2ccccc2)c1=O	0	-10[fluorescence artefact?]	2	-2	-4	/	5	/	3
Cc1nn2c(-c3ccc(Cl)cc3Cl)nnc2s1	-1	-3	0	-6	-28	-2	6	0	-6
COc1ccc(/C=C2\CN(Cc3ccccc3)C/C(=C\c3ccc(OC)cc3OC)C2=O)c(OC)c1	0	-3	-2	2	3	-20	14	-6	0
c1cncc(-c2nc(N3CCOCC3)c3ccccc3n2)c1	-1	1[fluorescence artefact?]	15	-10	-5	1	-7	0	-5
O=c1[nH]c2cc3c(cc2cc1CN(CCO)S(=O)(=O)c1ccccc1)OCCO3	-3	5	5	-2	-1	0	5	0	4
CC(Cc1ccccc1)C(=O)N(C)Cc1cccnc1 (stereo not given)	2	-6	-6	6	-8	-4	14	0	-1
CC(C)(C)NC(=O)CN(C(=O)CNC(=O)c1cccs1)c1ccc2c(c1)OCCO2	3	2	1	-1	4	3	-6	0	-5
COc1ccc(Cl)cc1NC(=O)CN1CCc2ccccc21	6	-8	9	1	/	1	6	0	3
COc1cc(NC(=O)CSc2nc3cc(C)ccc3cc2C)c(C(=O)O)cc1OC	-1	2	0	-5	-1	-3	1	15	-10
CN(C)c1nn(C(=O)Nc2ccc(Cl)cc2Cl)cc1-c1ccccc1	0	5	1	5	-9	-9	9	-2	0
COC(=O)c1ccccc1NC(=O)c1ccc(COc2ccccc2)o1	2	7	-1	-5	-22	1	7	-1	-9
O=C(c1cccs1)N1CCCC(c2nc(-c3ccc(F)cc3)no2)C1 (stereo not given)	-1	10	1	2	-13	0	12	2	0
CCOC(=O)C1CCCCN1C(=O)CCc1c(C)nc2ncnn2c1C (stereo not given)	0	8[fluorescence artefact?]	1	-25	2	-2	4	-1	-7
CC(C)(C)NC(=O)CCN(/N=C/c1ccc([N+](=O)[O-])o1)C1=NS(=O)(=O)c2ccccc21	-3	-12[fluorescence artefact?]	3	7	-20	-7	13	0	1
COc1ccc(-c2cc(C(F)(F)F)nc(N3CCN(c4ccc(F)cc4)CC3)n2)cc1OC	3	-2	-1	7	-3	-3	19	2	-5
Cc1c(N=C2SCC(=O)N2/N=C/c2ccccc2)c(=O)n(-c2ccccc2)n1C	-2	1[fluorescence artefact?]	2	2	-6	0	1	0	-8
OC(CN1C2=NCCN2c2ccccc21)c1ccc(Br)cc1 (stereo not given)	-2	11	2	7	53*	0	1	-1	12
Cc1cccc(NC(=O)CSc2nc(C)nc3c2c(=O)n(C)c(=O)n3C)c1	0	8	2	-4	1	-1	1	-2	-6
CC(C)C(C)(C#N)NC(=O)CSc1nnc(-c2ccccc2)o1 (stereo not given)	1	-7[fluorescence artefact?]	2	1	4	-3	9	2	3
CCOC(=O)C1CCN(C(=O)c2ccc(NS(=O)(=O)c3ccc(F)cc3C)cc2)CC1	0	-18	18	3	4	0	13	2	1
C=CCN1C(=O)C2C(C(=O)NCc3ccccc3)C3C=CC2(O3)C1C(=O)NC(C)(C)C (stereo not given)	-2	-2	4	1	-9	-3	6	-3	3
CCn1cc(S(=O)(=O)CC(=O)Nc2ccc(OC)cc2)c2ccccc21	6	-8[fluorescence artefact?]	0	18	41*	0	31	1	30

Looked up one by one from the list above, five records:
SMILES	Wee1 stabilizer	14-3-3 Bad PPI	Hck Nef HTS	FXIa inh	KLK5 inh	Runt-SMMHC FRET	FXIIa inh	Runt-CBFb FRET	thrombin 1536
COc1ccc(-c2cc(C(F)(F)F)nc(N3CCN(c4ccc(F)cc4)CC3)n2)cc1OC	3	-2	-1	7	-3	-3	19	2	-5
O=C(Nc1nc2ccccc2s1)C1CC(=O)N(c2ccccc2)C1 (stereo not given)	0	12	-1	8	-4	-4	13	0	-1
OC(CN1C2=NCCN2c2ccccc21)c1ccc(Br)cc1 (stereo not given)	-2	11	2	7	53*	0	1	-1	12
CCCCC(=O)N(Cc1ccc(-c2ccccc2-c2nn[nH]n2)cc1)[C@H](C(=O)O)C(C)C	0	15	/	/	/	0	/	2	/
COc1ccc(OC)c(C(C(=O)NCc2ccco2)N(C(=O)Cn2nnc3ccccc32)C(C)C)c1 (stereo not given)	-2	20[fluorescence artefact?]	2	-10	-20	4	-9	0	-4

(list continues)
SMILES	Wee1 stabilizer	14-3-3 Bad PPI	Hck Nef HTS	FXIa inh	KLK5 inh	Runt-SMMHC FRET	FXIIa inh	Runt-CBFb FRET	thrombin 1536
COc1cccc(/C=N/NC(=S)NC2CC3CC2C2C=CCC32)c1O (stereo not given)	-3	1	13	-1	-3	0	6	5	-5
O=C(CN1CCCC1)Nc1ccc(Cl)cc1C(F)(F)F	2	-8	3	-1	6	0	11	1	1
CS(=O)(=O)N1CCCC(C(=O)NCc2ccccc2Cl)C1 (stereo not given)	-2	-10	-1	6	-21	-1	19	0	4
CCOC(=O)c1nnsc1NC(=O)Nc1ccc(OC)cc1	4	-5	22	-2	8	2	3	2	-2
CCOC(=O)c1sc(/N=C/c2ccc(O)cc2O)cc1C	-1	-10	5	5	4	-13	5	-1	-1
CC(C)(C)C(=O)Cn1c[n+](N)cn1	-1	15[fluorescence artefact?]	0	-30	4	0	8	0	-6

7 compounds from above, ordered by the value under FXIa inh, high to low:
| Compound | FXIa inh |
| --- | --- |
| COc1coc(C(O)C[N+](=O)[O-])cc1=O (stereo not given) | 12 |
| CCCN(CC1CC1)c1nc(N)c(C#N)c(CC#N)c1C#N | 4 |
| CCOC(=O)c1nnsc1NC(=O)Nc1ccc(OC)cc1 | -2 |
| Cc1nn2c(-c3ccc(Cl)cc3Cl)nnc2s1 | -6 |
| COc1cc(NC(=O)C/C(C)=N/NC(=O)Cc2ccccc2)c(OC)cc1Cl | -7 |
| c1cncc(-c2nc(N3CCOCC3)c3ccccc3n2)c1 | -10 |
| COC(=O)C1=COC(C)C2CN3CCc4c([nH]c5ccccc45)C3CC12 (stereo not given) | -21 |
